tim23-1 inh: tim23-1 yeast growth inhibition; S. cerevisiae tim23-1 growth, BacTiter-Glo luminescence, 24 h; inhibition, % at 20 µM; 330,000 tested, 1.3% active; AID 463212;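 active = growth inhibition of the mutant yeast at or above 50%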;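 note: temperature-sensitive mutant grown at 25 °C; plate controls were DMSO-treated mutant yeast for no effect and medium wells lacking yeast for full effect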
Mdm2-MdmX inh: inhibitors of human Mdm2/MdmX interaction. O15151+Q00987. SaOS-2 split-luciferase Mdm2/MdmX complementation, luminescence. inhibition, % at 8 µM. 330,000 tested, 3% active. AID 485346;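 active = inhibition of at least 50% at 8 µM in the primary screen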
697 NFkB inh: lowers PMA/ionomycin-induced NF-kB signal in 697 B cells; 697 B-cell NF-kB luciferase reporter, 16 h; inhibition, % at 4 µM; 330,000 tested, 0.33% active; AID 435022; in the data active = inhibition above about 35%
APJ antag: blocks the human apelin receptor APJ; P35414; CHO-K1 APJ beta-arrestin complementation, luminescence; inhibition, % at 20 µM; 330,000 tested, 0.32% active;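 active = inhibition above about 40% at 20 µM, limit read from the data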;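 note: cells challenged with 10 nM apelin-13 agonist together with compound; plate controls were apelin-13 plus DMSO wells for no effect and DMSO wells lacking apelin-13 for full effect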
Target sequence (P35414 whole entry, looked up): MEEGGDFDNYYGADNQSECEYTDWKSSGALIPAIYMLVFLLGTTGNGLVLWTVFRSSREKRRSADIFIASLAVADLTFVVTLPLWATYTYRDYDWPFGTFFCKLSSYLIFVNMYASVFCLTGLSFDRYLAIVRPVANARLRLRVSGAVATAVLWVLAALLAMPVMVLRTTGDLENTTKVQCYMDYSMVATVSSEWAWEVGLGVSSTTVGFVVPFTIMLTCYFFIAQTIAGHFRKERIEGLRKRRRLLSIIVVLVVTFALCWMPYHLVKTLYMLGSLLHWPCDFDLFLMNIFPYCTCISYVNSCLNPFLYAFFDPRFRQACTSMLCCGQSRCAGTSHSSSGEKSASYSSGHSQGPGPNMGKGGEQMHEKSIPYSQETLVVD
UPR CHOP act: apoptotic UPR (CHOP) activation; CHO-CHOP luciferase reporter, luminescence; percent of tunicamycin response over DMSO baseline; activation, % at 10 µM; 330,000 tested, 0.34% active;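 active = at 10 µM dose, activation of 40% or more, normalized to positive control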;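 note: 100% = tunicamycin at 10 µg/mL and 0% = DMSO alone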
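Assay system: CHO cells with stable CHOP pathway luciferase reporter; Buffer or medium: F12 plus 10% serum; Times: 16-18 h cell attachment, then 6 h compound exposure, 37 °C; Signal: luciferase luminescence; Read-out basis: percent activation relative to tunicamycin control; Control set: tunicamycin high control, DMSO low control.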
APJ agonist: activates the human apelin receptor APJ; CHO-K1 APJ PathHunter beta-arrestin, luminescence; 0% DMSO wells, 100% apelin; P35414; AID 2520; activation, % at 20 µM; 330,000 tested, 0.11% active;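 active = activation more than six SD over the plate average, tested at 20 µM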;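 note: 0% = DMSO alone and 100% = apelin-13 at 10 nM; some results filed as inactive read as strong as hits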
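Incubation: overnight seeding, 90 min compound at 25 °C, 1 h detection; test system: PathHunter CHO-K1 APJ (AGTRL-1) beta-arrestin reporter cells; amount: 1000 cells/well; doses: one dose, 20 µM compound, 1% DMSO; measured by: beta-gal luminescence; measure: agonist-driven arrestin binding to APJ; benchmarks: negative DMSO alone, positive Apelin-13 at 10 nM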
Jurkat NFkB inh: lowers PMA/ionomycin-induced NF-kB signal in Jurkat cells; 330,000 tested, 0.53% active; PMA/ionomycin-induced NF-kB luciferase reporter, luminescence; inhibition, % at 4 µM; in the data active = inhibition above about 50%
XBP1 UPR activ: adaptive UPR (XBP1) activation; CHO-XBP1 luciferase reporter, IRE1-XBP1 UPR activation, luminescence; percent of tunicamycin response, DMSO as zero; AID 463104; activation, % at 20 µM; 330,000 tested, 0.33% active;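 active = versus positive control, 20 µM dose yields 30% or more activation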;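 note: 100% = tunicamycin at 10 µg/mL and 0% = DMSO only wells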
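Material: CHO cell line with stable XBP1 luciferase reporter; buffer or medium: F12 medium containing 10% fetal bovine serum; compound: single point, 20 µM final compound, 1% DMSO; incubation: 6 h treatment, 37 °C; measured by: glow luminescence from Steady-Glo reagent; evaluation: activation, % of tunicamycin; control set: tunicamycin high, DMSO low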
* = called active by the depositor.

Values in the order – tim23-1 inh, Mdm2-MdmX inh, 697 NFkB inh, APJ antag, UPR CHOP act, APJ agonist, Jurkat NFkB inh, XBP1 UPR activ
- Cc1cc(C)c(C#N)c(SC2CCCCC2=O)n1 (stereo not drawn)
 : -7, -8, 4, 11, 0.5, -6, -3, -4
- CCOC(=O)C1CCCN(Cc2ccc(OCc3ccccc3)c(OC)c2)C1 (stereo not drawn)
 : -1, 16, -3, 5, 0.4, -3, 10, -2
- O=C(Cc1sc(-c2ccccc2)nc1-c1ccccc1)Nc1ccc(Cl)cc1
 : -11, 59*, 4, -6, 3.2, -2, 0, -2
- CC(C)(C)NC(=S)NNC(=O)c1ccncc1
 : 7, 19, 11, 10, 0.6, -3, 12, 0
- COc1ccc(/C=N/n2c(-c3ccco3)nc3ccccc3c2=O)cc1
 : -7, -24, -53, 5, 2.6, -1, -21, 2
- CN(C(=S)Nc1ccc(SC(F)F)cc1)C(c1ccccc1)c1ccccc1
 : 19, 56*, 11, 11, 1.1, -2, 8, -2
- CCOc1ccc(Cc2nc(N)nc(N)n2)cc1
 : 9, 15, 4, 5, -1.3, -2, 3, -2
- CCN(c1ccccc1)S(=O)(=O)c1ccc(NC(=S)NC(=O)c2cccs2)cc1
 : 8, 21, 3, 27, 0.4, -6, 3, -2
- O=C(NCc1ccc2c(c1)OCO2)c1cccc(S(=O)(=O)N2CCOCC2)c1
 : 26, -19, -10, -21, 0.7, 6, -14, -4
- COCC(=O)N1CCC(Oc2ccc(C(=O)N(C)CCCC3CCCC3)cc2)CC1
 : 16, 0, -24, 2, -2.7, 6, 15, -7
- Cc1ccc(-c2n[nH]c(=O)c3ccccc23)c(C)c1
 : 20, 34, -20, -17, 0.6, -1, 6, 1
- Cc1nsc(Nc2ccccc2)c1C#N
 : 7, 40, -9, -8, -2.1, -3, -6, -1
- CCCCn1c(N)c(N(CCOC)C(=O)CSc2nnc(-c3ccncc3)n2CCC)c(=O)[nH]c1=O
 : 5, 7, 12, -4, 0.6, 9, -6, -3
- Cc1cc(=O)oc2cc(N3C(=O)CC(Cc4ccccc4)C3=O)ccc12 (stereo not drawn)
 : 20, 6, 13, 3, -0.7, -2, -16, -5
- O=c1c2ccccc2[nH]c(=S)n1CCN1CCc2ccccc2C1
 : 36, -1, -10, 15, 0.9, -4, 1, 8
- C1CCc2c(nc3nnnn3c2NC2CCCC2)C1
 : 1, -4, 10, 25, -1.7, -4, 3, -2
- O=C(NCCCc1ccc(F)cc1)C1CCC(=O)N(CCN2CCOCC2)C1 (stereo not drawn)
 : 8, -14, -4, 17, 0.4, 0, 15, -3
- Clc1ccc(Cl)c(-c2nn3c(COc4ccccc4)nnc3s2)c1
 : 6, -22, -9, 37, -1.2, -6, -4, 0
- CC(C)(C)OC(=O)CNC(=O)c1nc[nH]c1C(=O)N1CCN(C(=O)OC(C)(C)C)CC1
 : 4, 12, -15, -5, -0.5, 0, -6, 0
- N#CCC(=O)N/N=C/c1cn(Cc2ccccc2C#N)c2ccccc12
 : 7, 23, 16, 14, 1.7, -2, 3, 3

Full records, quoted from the list. Screens in order: tim23-1 inh	Mdm2-MdmX inh	697 NFkB inh	APJ antag	UPR CHOP act	APJ agonist	Jurkat NFkB inh	XBP1 UPR activ
Cc1nsc(Nc2ccccc2)c1C#N as listed: 7	40	-9	-8	-2.1	-3	-6	-1
CC(C)(C)OC(=O)CNC(=O)c1nc[nH]c1C(=O)N1CCN(C(=O)OC(C)(C)C)CC1 as listed: 4	12	-15	-5	-0.5	0	-6	0
O=C(NCc1ccc2c(c1)OCO2)c1cccc(S(=O)(=O)N2CCOCC2)c1 as listed: 26	-19	-10	-21	0.7	6	-14	-4

In the list so far, two contain a tert-butyl group.
Values in the order – tim23-1 inh, Mdm2-MdmX inh, 697 NFkB inh, APJ antag, UPR CHOP act, APJ agonist, Jurkat NFkB inh, XBP1 UPR activ
- CC(C)(C)NC(=S)NNC(=O)c1ccncc1
 : 7, 19, 11, 10, 0.6, -3, 12, 0
- CC(C)(C)OC(=O)CNC(=O)c1nc[nH]c1C(=O)N1CCN(C(=O)OC(C)(C)C)CC1
 : 4, 12, -15, -5, -0.5, 0, -6, 0

The list continues.
Values in the order – tim23-1 inh, Mdm2-MdmX inh, 697 NFkB inh, APJ antag, UPR CHOP act, APJ agonist, Jurkat NFkB inh, XBP1 UPR activ
- Cc1ccc(S(=O)(=O)NCc2ccccc2)cc1C(=O)N1CCCCC1
 : 14, 24, -2, 7, 0.7, -2, 14, -2
- CC(C)(C)C(=O)N1CCc2cc(-c3csc(N)n3)ccc21
 : 22, 6, -142, 14, -4.7, 2, -105, -9
- O=C(O)CSc1ncccc1C(=O)O
 : 0, 8, 5, -13, -0.7, -4, -4, -2
- COc1cccc(NC(=O)CSc2nnc(CN3CCOCC3)n2C)c1
 : -2, 15, 13, 5, 2.0, 1, 15, 0
- O=C(NNC(=O)C1CCN(Cc2ccc(F)cc2Cl)CC1)Nc1ccc([N+](=O)[O-])cc1
 : 6, 27, 20, 20, 0.9, -4, 18, -3
- CN(CCO)Cc1csc2ccc(Br)cc12
 : 31, 19, 24, 10, -1.0, -4, 15, 3
- CCOc1ccc(CNC(=O)CCS(=O)(=O)Cc2ccccc2C)cc1OC
 : -19, 20, 10, 13, -1.2, -4, -2, -1
- CCOc1ccc(NC(=O)CN2CCN(CC(=O)Nc3ccc4c(c3)OCO4)CC2)cc1
 : 9, 1, -21, 7, -0.2, -2, -2, -4
- CCN(CC)c1ccc(/C=N/NC(=O)c2cnccn2)cc1
 : 12, 45, -115, -24, 3.1, -4, 24, 6
- COc1ccc(OCCCC(=O)OC(C)C(=O)Nc2cccc(C(C)=O)c2)cc1 (stereo not drawn)
 : 23, 8, -10, -19, 1.0, 7, -8, 0
- CN(Cc1c(C(=O)N/N=C/c2ccccc2)nnn1-c1nonc1N)c1ccccc1
 : 36, 12, -24, -36, -0.3, 3, 12, -5
- COc1cccc(-c2csc(N3CCN(C(=O)Nc4ccc(Cl)cc4)CC3)n2)c1
 : 31, -2, 3, -2, 2.1, -1, 0, 0
- CN(CC(=O)Nc1ccc(N2CCOCC2)cc1)C(=O)COc1ccccc1F
 : 2, -37, 9, -1, 1.9, 0, 2, -1
- Cc1ccc(CNC(=O)c2ccc(C#CC(C)(C)O)s2)cc1
 : 14, -7, -5, 2, 1.6, -1, 2, -1
- COC(=O)CN1C(=S)N(c2ccc(OC)cc2)C(=O)/C1=C/c1cccs1
 : 14, 12, -26, 9, 1.3, -2, 2, -1
- O=C(NNC(=O)C1CCN(c2ncccn2)CC1)c1ccc(F)cc1
 : -1, -10, 4, -11, 5.3, -1, 5, -5
- O=S(=O)(/N=C(/c1ccccc1Cl)N1CCOCC1)c1ccccc1
 : 4, -1, 1, 1, 0.9, 0, -12, 0
- COc1ccc(C)cc1N(CC(=O)N1CCCCCC1)S(=O)(=O)c1ccccc1
 : 17, -10, 4, 11, 0.2, 0, -17, 2
- C/C=C(\C)C(=O)Nc1cccc(C2=NOC3(C2)C[C@@H](C(N)=O)N(C(=O)/C(C)=C/C)C3)c1 (stereo partly drawn)
 : 13, -6, 8, -2, -0.7, 9, 6, 1
- O=C1/C(=C\c2ccc(Br)o2)SC(=Nc2ccccc2)N1c1ccccc1
 : 23, 19, 13, 0, 1.9, -3, -17, 1

5 compounds out of the list above, sorted by the value under Jurkat NFkB inh, rising.
SMILES	Mdm2-MdmX inh	697 NFkB inh	APJ antag	Jurkat NFkB inh	XBP1 UPR activ
Cc1nsc(Nc2ccccc2)c1C#N	40	-9	-8	-6	-1
CCOc1ccc(NC(=O)CN2CCN(CC(=O)Nc3ccc4c(c3)OCO4)CC2)cc1	1	-21	7	-2	-4
C1CCc2c(nc3nnnn3c2NC2CCCC2)C1	-4	10	25	3	-2
CN(C(=S)Nc1ccc(SC(F)F)cc1)C(c1ccccc1)c1ccccc1	56*	11	11	8	-2
CC(C)(C)NC(=S)NNC(=O)c1ccncc1	19	11	10	12	0

More entries.
Values in the order – tim23-1 inh, Mdm2-MdmX inh, 697 NFkB inh, APJ antag, UPR CHOP act, APJ agonist, Jurkat NFkB inh, XBP1 UPR activ
- CN(C)S(=O)(=O)c1ccc(NC(=O)/C=C/c2ccccc2Cl)cc1
 : 17, -3, -28, -4, 0.5, -1, -24, -1
- CC(NC(=O)CCc1nnc(-c2ccccc2)o1)c1ccccc1 (stereo not drawn)
 : 5, -12, -17, -21, 1.1, -1, -14, 1
- CCOc1cc(C=O)ccc1OCc1cc(=O)n2cc(C)ccc2n1
 : 10, -23, 31, -12, 0.4, 0, 19, -2
- CCOC(=O)c1c(NC(=O)C2COc3ccccc3O2)sc(C(C)=O)c1C (stereo not drawn)
 : 9, 16, -27, 10, 3.6, 13, 46, -5
- CC(C)Cc1nc2sc3c(SCC(N)=O)ncnc3c2c2c1CCC2
 : -3, 36, -41, 0, -1.2, -1, -15, 14
- O=Cc1ccc(Oc2cccc(C(F)(F)F)c2)nc1
 : 15, -13, 13, -11, 1.2, 0, -1, -3
- CC(NC(=O)COC(=O)c1cc(=O)[nH]c2ccccc12)c1ccccc1 (stereo not drawn)
 : 4, 12, 2, -4, -0.3, -3, -4, -4
- N#Cc1c2c(c(-c3ccco3)[nH]c1=O)CCCC2
 : 12, 14, 0, 16, 1.4, -7, -2, -4
- COc1ccc(C(=S)N2CCCC2)cc1C
 : -11, -6, 3, 16, -0.2, 4, 6, -5
- CCOc1cc(/C=N\NC(=O)OC(C)(C)C)ccc1OC(=O)c1ccco1
 : 22, 24, 3, -22, 2.4, 5, -3, 1
- CC1C=Cc2ccccc2N1C(=O)c1ccccc1 (stereo not drawn)
 : 1, -9, 13, 1, -2.8, -4, 11, -4
- CC(C)NC(=O)CN1CCC(c2nc3ccccc3[nH]2)CC1
 : -1, 14, 8, 9, 4.4, -7, 1, -4
- CC1CCCC(C)N1C(=O)CSc1nccc(=O)[nH]1 (stereo not drawn)
 : -2, -22, -1, 10, 0.5, 1, -17, -4
- CCN(C[C@H]1N[C@@](C)(C(=O)OC)[C@H]2C(=O)N(C)C(=O)[C@@H]12)C(=O)c1ccc(C(C)(C)C)cc1
 : 16, 7, 14, 8, -1.3, -6, 3, -1
- O=C(N/N=C\c1ccc(Cl)s1)C1COc2ccccc2O1 (stereo not drawn)
 : 41, 30, 11, 6, 3.3, -5, 37, 5
- N=c1c2c3c(sc2ncn1Nc1ccccc1)CCC3
 : 2, 35, -14, 29, -0.2, -14, -13, 4
- O=C(Nc1ncccc1O)c1cccc(S(=O)(=O)NCc2ccccc2)c1
 : 7, 16, 8, 6, 1.6, 4, 12, -2
- CC(=O)Nc1ccc(C(=S)NCC2(N(C)C)CCCCC2)cc1
 : 9, -30, -5, 4, 1.0, 0, -8, 0
- O=S(=O)(Nc1ccccc1)c1cccc2nonc12
 : 16, -4, -14, -14, 0.4, -4, -7, -5
- CC(C)(C)OC(=O)C[C@@H]1C/C=C\C[C@@H](CC(=O)NCCO)C(=O)NC[C@@H](c2ccccc2)OC1=O
 : 12, 1, 8, -12, 1.3, -5, 6, -3
- O=C(CN(C(=O)C1CSC(=O)C1)c1cccc(F)c1)NCc1ccc2c(c1)OCO2 (stereo not drawn)
 : 3, 0, 4, 22, -0.5, -2, -9, -1

Shown as a hit in Mdm2-MdmX inh, of those listed so far:
| compound | Mdm2-MdmX inh | 697 NFkB inh | APJ antag | Jurkat NFkB inh | XBP1 UPR activ |
| --- | --- | --- | --- | --- | --- |
| O=C(Cc1sc(-c2ccccc2)nc1-c1ccccc1)Nc1ccc(Cl)cc1 | 59* | 4 | -6 | 0 | -2 |
| CN(C(=S)Nc1ccc(SC(F)F)cc1)C(c1ccccc1)c1ccccc1 | 56* | 11 | 11 | 8 | -2 |

Screening results: PubChem BioAssay, Sanford-Burnham Center for Chemical Genomics
